MKP-1 inh: blocks human MKP-1 phosphatase activity | P28562 | recombinant MKP-1, OMFP hydrolysis fluorescence | inhibition, %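 (compounds tested at a single concentration somewhere between 10 and 100 µM)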 | 65,000 compounds, 0.15% hits | AID 374;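 active means inhibition above about 50%, limit read from the data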;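 further: 0% = DMSO max control wells and 100% = wells with enzyme stopped by NaOH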
JNK3 blocker: inhibitors of human JNK3 kinase; purified JNK3 kinase activity, HTS; inhibition, % at 8 µM; 60,000 compounds, 0.61% hits; in the data active means inhibition above about 17%;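 further: 0% = DMSO and 100% = reference inhibitor; many of its hits are not listed in these tables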
Target sequence (P53779 whole entry, looked up): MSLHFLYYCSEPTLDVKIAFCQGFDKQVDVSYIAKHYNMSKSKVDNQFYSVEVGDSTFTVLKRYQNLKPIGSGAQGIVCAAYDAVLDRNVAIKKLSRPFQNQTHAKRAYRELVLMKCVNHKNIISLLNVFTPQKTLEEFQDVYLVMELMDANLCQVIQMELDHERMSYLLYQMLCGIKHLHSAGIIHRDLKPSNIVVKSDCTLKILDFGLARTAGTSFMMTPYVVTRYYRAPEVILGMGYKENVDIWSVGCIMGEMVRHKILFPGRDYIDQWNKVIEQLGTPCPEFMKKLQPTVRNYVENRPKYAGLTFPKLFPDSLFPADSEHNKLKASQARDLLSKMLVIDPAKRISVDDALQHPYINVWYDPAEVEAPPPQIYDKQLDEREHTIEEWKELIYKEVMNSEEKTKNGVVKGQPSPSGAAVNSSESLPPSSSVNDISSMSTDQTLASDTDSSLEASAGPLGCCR
HEK293 NFkB inh: lowers PMA/ionomycin-induced NF-kB signal in HEK293 cells; HEK-293 NF-kB luciferase reporter, luminescence; inhibition, % at 3 µM; 62,000 compounds, 0.21% hits; AID 465;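 active means inhibition above the mean of all tested compounds plus 3 SD, cut at about 40% in these data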;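 further: 0% = stimulated DMSO wells and 100% = 10 µM reference inhibitor 5653914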
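System: NF-kB luciferase reporter HEK-293 cells | Replication: Single test | Control set: DMSO vs reference inhibitor | Evaluation: % inhibition | Schedule: 1 h pretreatment, 16 h stimulation, 37 °C | Probe or stimulus: PMA with ionomycin | Compound dosing: One dose, 3 µM | Detection: Luciferase luminescence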
Jurkat tox 60K: cytotoxicity toward Jurkat cells; Jurkat E6.1 viability, ATP luminescence, 48 h; AID 463; inhibition, % at 4 µM; 56,000 compounds, 1.2% hits;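 active means inhibition above the mean inhibition of all tested compounds plus 3 SD, cut at about 28% in these data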
ROCK2 blocker: ROCK2 (human) kinase inhibition; O75116; purified ROCK2, Kinase-Glo ATP depletion luminescence; inhibition, % at 6 µM; 60,000 compounds, 0.35% hits; AID 604;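 active means inhibition above the screen-wide mean inhibition plus 3 SD, cut at about 18% in these data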;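 further: plate controls were DMSO wells for no effect and Y-27632 control wells after no-enzyme background subtraction for full effect; many of its hits are not listed in these tables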
PKA inh: inhibitors of human protein kinase A | inhibition, % at 6 µM | P17612 | AID 524 | 65,000 compounds, 0.1% hits | PKA Kemptide phosphorylation, Kinase-Glo ATP luminescence;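 active means inhibition above the screen-wide mean inhibition plus 3 SD, cut at about 21% in these data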; further: many of its hits are not listed in these tables
Cdc25B inh: human M-phase inducer phosphatase 2 inhibition. 65,000 compounds, 0.1% hits. recombinant Cdc25B, OMFP fluorescence Ex485/Em525. inhibition, %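 (compounds tested at 10 µM final in the well)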. P30305; in the data active means inhibition above about 50%
TNAP act mid DEA: activators of human TNAP at intermediate phosphate acceptor; purified TNAP, CDP-star luminescence, 100 mM DEA, 30 min; active compounds read high; scale: 0 levamisole-inhibited, 1 vehicle-only enzyme; activation factor at 20 µM; 64,000 tested, under 10 active;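 active means activation factor of at least 2 at 20 µM, relative to controls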
Target sequence (P05186 whole entry, looked up): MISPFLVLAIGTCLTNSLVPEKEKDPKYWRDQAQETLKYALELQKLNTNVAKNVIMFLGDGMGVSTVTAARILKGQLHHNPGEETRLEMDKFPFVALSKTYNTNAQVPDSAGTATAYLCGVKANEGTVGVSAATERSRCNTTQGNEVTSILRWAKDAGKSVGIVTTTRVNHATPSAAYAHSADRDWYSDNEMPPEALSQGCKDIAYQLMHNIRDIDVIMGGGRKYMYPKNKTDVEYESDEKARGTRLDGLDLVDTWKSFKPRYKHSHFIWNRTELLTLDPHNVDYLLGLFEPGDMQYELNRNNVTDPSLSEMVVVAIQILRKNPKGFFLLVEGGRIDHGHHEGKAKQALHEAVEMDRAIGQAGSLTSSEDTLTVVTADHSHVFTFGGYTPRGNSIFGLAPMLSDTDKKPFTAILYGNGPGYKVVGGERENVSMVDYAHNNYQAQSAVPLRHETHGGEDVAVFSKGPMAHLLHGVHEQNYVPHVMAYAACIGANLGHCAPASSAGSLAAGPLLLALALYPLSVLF
MMP13 inh: inhibitors of human MMP13; MMP-13 fTHP FRET cleavage, Mca fluorescence; inhibition, % at 4 µM; 65,000 compounds, 0.07% hits;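 active means inhibition above the mean of compound-free control plate wells plus 3 SD, cut at about 14% in these data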;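 further: 0% = DMSO wells and 100% = wells with reference MMP-13 inhibitor after basal subtraction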
Numbers without * were called inactive; i = inactive; / = not tested or not shown; [ ] = remark or other dose.

SMILES	MKP-1 inh	JNK3 blocker	HEK293 NFkB inh	Jurkat tox 60K	ROCK2 blocker	PKA inh	Cdc25B inh	TNAP act mid DEA	MMP13 inh
O=C(CCNS(=O)(=O)c1ccc(Br)s1)NC1CCCC1	2	-1	0	-9	3	2	-4	1	-1
COc1ccc(C)cc1NC(=O)CN(c1ccccc1)S(C)(=O)=O	2	/	14	/	/	5	-3	0.9	-3
COc1cccc(-n2nnc3c(=O)n(CC(=O)NCC4CCCO4)cnc32)c1 (configuration not stated)	10	-8	6	-3	1	1	-6	0.9	4
COC(=O)C1CCCN1C(=O)c1cccs1 (configuration not stated)	3	6	8	-4	7	10	-16	0.9	0
Nc1nc(N)c2nc(-c3ccccc3)c(N)nc2n1	2	0	/	/	8	1	-12	0.8	i[fluorescence artefact?]
Cn1c(C(=O)NCc2cccs2)cc2oc3ccccc3c21	-4	6	19	29*	6	11	-6	0.9	-1
O=C(Nc1cccnc1)c1cc2nc(C3CC3)cc(C(F)(F)F)n2n1	13	6	18	4	0	0	7	0.8	1
COc1ccc(OC)c(S(=O)(=O)NCc2cn3ccsc3n2)c1	1	0	16	-1	1	-4	20	/	5
COc1ccc(CN(C2CCCC2)S(=O)(=O)c2ccc(-n3cnnn3)cc2)cc1	21	/	18	/	/	5	-8	0.9	-3
C=CCn1c(SCC(=O)N(CC)CC)nc(O)cc1=O	8	7	2	-4	5	10	-5	1	1
Cc1cc(C)cc(NC(=O)CSc2nnc(CNC(=O)c3cccs3)o2)c1	5	/	4	/	/	2	2	1	2
CCN(CCNC(=O)C1CCN(S(=O)(=O)c2cccc3nsnc23)CC1)c1ccccc1	8	-15	4	3	-1	-4	-11	0.9	4
C[C@H]1C[C@H]2[C@@H]3CCC4=CC(=O)C=C[C@]4(C)[C@@]3(Cl)[C@@H](O)C[C@]2(C)[C@@]1(O)C(=O)CO	-16	2	/	/	-2	-6	-10	0.9	2
CSc1nnc2c3ccccc3n(CCc3ccccc3)c2n1	-8	-2	58*	37*	4	3	-3	0.9	-6
COC(=O)N1CC(C)N(C(=O)OC)CC1C (configuration not stated)	-3	-2	9	-4	6	10	-9	1	-2
CCCSc1nnc(Sc2nnnn2-c2ccccc2)s1	-3	0	27	98*	2	-7	-2	0.9	2
COc1ccccc1N/C(=N/c1nc(C)cc(C)n1)NC(C)=O	11	-7	15	-10	4	4	0	1	3
CN1CCN(S(=O)(=O)c2ccc(-c3ccccc3)cc2)CC1	-2	-2	4	-6	6	9	2	0.8	-4
O=C(NCCC1=CCCCC1)C1CCN(S(=O)(=O)c2cccs2)CC1	12	-3	5	0	2	-1	-6	0.9	3
O=C(Nn1cnnc1)c1cc2cc(Br)ccc2oc1=O	6	0	9	3	-2	0	-3	0.9	6
Cc1nc(SCC(=O)NCC2CCCO2)c2oc3ccccc3c2n1 (configuration not stated)	7	-2	23	1	6	8	-2	1	0
COc1ccc2c(c1)CCc1c(C(=O)NCCCn3ccnc3)noc1-2	-15	1	9	-4	4	10	-18	0.9	1
COc1cc(CN2CCN(S(=O)(=O)c3ccc(F)cc3)CC2)cc(OC)c1OC	3	8	17	-5	2	-1	-11	0.9	-3
CCOc1cc(NC(=O)c2ccco2)c(OCC)cc1NC(=O)Cc1cccc(OC)c1	-8	-2	-11	-2	1	10	-11	0.8	0
O=C(COC(=O)CCCc1c[nH]c2ccccc12)Nc1ccc2c(c1)OCO2	8	8	6	-4	4	7	-16	1	-1

New compounds follow.
SMILES	MKP-1 inh	JNK3 blocker	HEK293 NFkB inh	Jurkat tox 60K	ROCK2 blocker	PKA inh	Cdc25B inh	TNAP act mid DEA	MMP13 inh
Nc1c2c(nc3ccn(Cc4ccccc4)c(=O)c13)CCC2	4	2	15	-4	2	8	-3	0.9	-34
C=C(C)CSc1nnc2n(C)c(=O)c3c4c(sc3n12)CCC4	-4	5	/	/	-13	2	18	0.9	2
N#Cc1c2c(c(-c3ccco3)[nH]c1=O)CCCC2	-48	12	/	/	3	6	0	0.9	0
Nc1nc2nccc(-c3ccc(Cl)cc3)n2n1	-19	6	6	-1	7	9	-6	0.8	i[fluorescence artefact?]
C/C(CC1(O)C(=O)N(C)c2ccccc21)=N\O (configuration not stated)	3	5	19	-3	2	8	6	0.9	0
CCCCNC(=O)OCCNC(=O)NC	8	-2	6	-5	3	4	5	0.9	3
N#CC1=C(SCC(=O)NC2CC2)NC(=O)C(C#N)C12CCCCC2 (configuration not stated)	-14	-3	13	2	-5	12	9	0.9	0
O=C(Nc1ccc(Br)cc1F)C1CCN(c2nnc(-n3cccc3)s2)CC1	13	0	21	-14	6	-2	-2	1.2	1
Cc1[nH]c(=S)[nH]c(=O)c1CCOc1ccccc1	5	-1	14	1	0	0	-7	0.9	-1
CCC(NS(=O)(=O)c1ccc(C)cc1)C(=O)Nc1ccc(NC(C)=O)cc1 (configuration not stated)	3	2	17	-3	5	8	-6	1	4
CCOc1cc(N2CCOCC2)c(OCC)cc1NC(=O)COC(=O)CCc1c[nH]c2ccccc12	7	-9	11	-5	4	6	-8	0.8	0
COc1ccc(CNC(=O)C2CC(=O)N(c3ccc(OCC(=O)N4C(C)CCCC4C)cc3)C2)cc1 (configuration not stated)	5	-2	24	7	1	-1	-12	0.9	-1
CCOc1ccc(-n2cc(C(=O)N3CCCCCC3)c3cc(OC)c(OC)cc3c2=O)cc1	-7	-3	18	-1	6	11	-8	1	1
COc1cccc(C2C(C#N)=C(N)OC3=C2C(=O)CC(c2ccco2)C3)c1OCc1ccc(F)cc1 (configuration not stated)	0	0	17	10	-3	-6	4	0.9	1
Cc1ccc(N2CCn3c2nc2c3c(=O)n(CCc3ccccc3)c(=O)n2C)cc1	7	2	16	0	4	9	-17	1	-3
CCOC(=O)c1nnn(-c2nonc2-c2ccccc2)c1C	-1	5	6	2	4	11	6	1	3
COc1cc(SC)ccc1C(=O)NC1CCCCC1	9	8	0	-4	4	9	-1	0.9	0
COc1ccc(C(=O)Cn2nnc(-c3ccc(N4CCOCC4)cc3)n2)cc1OC	15	-5	9	5	-1	0	-1	1	-2
Cc1cc(C)n2c(Br)c(CSc3nc4ccccc4o3)nc2n1	10	8	6	-4	7	2	-6	1	-23
N#CC1=C(N)OC2=C(CCC/C2=C/c2ccoc2)C1c1ccoc1 (configuration not stated)	23	-4	8	2	5	6	0	0.9	-1
CCC(C)NC(=O)CSc1nc2ccc(N3CCOCC3)cc2c(=O)n1CCc1ccccc1 (configuration not stated)	21	/	3	/	/	0	1	0.9	-15
CCCn1c(SCC(=O)N2CCc3ccccc32)nnc1-c1ccncc1	-7	/	12	/	/	-1	-5	0.9	-1
COc1ccc(NC(=O)CSC2CCCCC2)cc1	7	6	7	-5	7	6	-9	0.9	2
CC(NS(=O)(=O)c1ccccc1)C(c1cccs1)N1CCN(C)CC1 (configuration not stated)	3	/	15	/	/	0	-5	1	3
Cc1cnc(C(=O)Nc2nnc(C)s2)cn1	6	-3	10	-11	5	9	-2	0.9	-1

Remaining list, next part:
SMILES	MKP-1 inh	JNK3 blocker	HEK293 NFkB inh	Jurkat tox 60K	ROCK2 blocker	PKA inh	Cdc25B inh	TNAP act mid DEA	MMP13 inh
CC(C)CCSc1nc2c(c(=O)[nH]c(=O)n2C)n1CCCc1ccccc1	13	8	-3	2	-1	5	-8	0.8	2
CCn1cc(C(=O)NC2CCCCC2C)c(=O)c2ccc(C)nc21 (configuration not stated)	33	4	-3	4	2	-2	0	0.9	-1
CN(C)c1cccc(C(=O)NCC2CCCO2)c1 (configuration not stated)	12	-6	-4	0	5	10	-3	1	-2
COC(=O)CSc1nnc(SCc2ccc(OC)cc2)s1	-9	0	16	-5	6	5	2	0.9	-1
CCOC(=O)C1=C(N)Oc2cc(O)ccc2C1c1cccnc1 (configuration not stated)	-8	0	15	0	10	1	4	0.9	8
O=C(CN1CCOCC1)NCc1ccccc1	4	1	7	2	4	6	-10	0.9	2
Cn1c(=O)c2c(nc(CN3CCN(c4ccccc4)CC3)n2Cc2ccccc2F)n(C)c1=O	39	7	8	-3	3	8	-1	0.9	-7
Cc1cccc(N2CCN(CC(=O)NCC3CCCCC3)CC2)c1C	7	1	12	-6	3	9	-18	0.9	4
O=C(CSc1nnc(-c2ccccc2)o1)NC1CCCCC1	2	-2	4	-2	2	3	-6	0.9	0
Cc1ccccc1Cn1c(=O)c2c(nc3n2CCN3Cc2ccco2)n(C)c1=O	12	-5	12	1	5	8	-12	1	-4
CCCN(CCC)c1ncnc2c1cnn2-c1ccc(OC)cc1	-2	-1	-54	2	6	4	-7	1	-13
CCOC(=O)Cc1csc(NC(=O)CSc2ncnc3c2cnn3-c2ccc(OC)cc2)n1	2	-15	12	5	-12	-6	-8	1	-5
CC(NC(=O)Nc1ccccc1O)(C(F)(F)F)C(F)(F)F	-11	-12	6	6	3	0	3	1	-6
CCOC(=O)C1CCCN(C(=O)c2ccc(CS(=O)(=O)c3ccc(Br)cc3)o2)C1 (configuration not stated)	-2	-4	7	4	1	-7	0	0.8	1
CCCC(=O)N(Cc1cc2cccc(C)c2[nH]c1=O)c1ccccc1OC	23	8	18	-1	9	2	-2	1	-12
CC(NC(=O)c1cccnc1)C(c1cccs1)N1CCOCC1 (configuration not stated)	34	0	6	-6	-1	2	-8	/	-10
Cc1cc(=O)n2[nH]c(-c3ccc(Cl)cc3)cc2n1	-5	10	-17	2	2	4	0	0.8	-24
CC(=O)Nc1cccc(OCC(=O)NS(=O)(=O)c2ccc(Cl)cc2)c1	12	3	18	4	-4	0	-5	0.9	0
COC(=O)c1ccc(Oc2nc(NC(C)C)nc(SC)n2)cc1	5	0	11	4	10	6	-23	0.9	0
O=C(CSc1nnc2scc(-c3ccc(Cl)cc3)n12)NCc1ccc2c(c1)OCO2	15	-12	12	6	3	5	-15	0.9	7
N#CCSc1nnc(COc2ccc3ccccc3c2)o1	5	-4	10	2	1	5	-5	0.9	4
C/C(=N\S(=O)(=O)c1ccc(C)cc1)N1CCN(S(=O)(=O)c2ccccc2)C1	-12	3	10	-3	8	14	10	0.9	0
CNC(=O)CN1C(=O)CSc2nc(C)cc(C)c21	4	6	7	-4	2	10	-3	1	6
O=C(Nc1ccccn1)c1ccc(=O)[nH]n1	-15	11	/	/	-1	0	6	1	3
COc1ccc(-c2nnc3ccc(SCC(=O)NCc4ccco4)nn23)cc1	30	2	6	11	-6	-2	-1	0.9	-1
O=C(c1c(F)cccc1F)N1CCN(c2cccc(C(F)(F)F)c2)CC1	2	3	12	-3	4	6	-13	0.9	2
Cn1c(=O)c2c(nc(SCCN3CCOCC3)n2Cc2ccccc2Cl)n(C)c1=O	-7	-1	-10	-1	3	7	-15	0.9	-13
COc1ccc(CC(=O)Nc2c3c(nn2-c2cccc(C)c2C)CS(=O)C3)cc1OC (configuration not stated)	-10	-4	16	-19	-3	-2	-2	1	-1
COCC(C)OC(=O)C(C#N)c1nc2ccccc2nc1N1CCN(Cc2ccccc2)CC1 (configuration not stated)	-8	-4	8	-4	3	5	-16	0.8	-1

Rewritten field by field: part of the list above
> CC(C)CCSc1nc2c(c(=O)[nH]c(=O)n2C)n1CCCc1ccccc1
  MKP-1 inh: 13; JNK3 blocker: 8; HEK293 NFkB inh: -3; Jurkat tox 60K: 2; ROCK2 blocker: -1; PKA inh: 5; Cdc25B inh: -8; TNAP act mid DEA: 0.8; MMP13 inh: 2

> CCn1cc(C(=O)NC2CCCCC2C)c(=O)c2ccc(C)nc21 (configuration not stated)
  MKP-1 inh: 33; JNK3 blocker: 4; HEK293 NFkB inh: -3; Jurkat tox 60K: 4; ROCK2 blocker: 2; PKA inh: -2; Cdc25B inh: 0; TNAP act mid DEA: 0.9; MMP13 inh: -1

> CN(C)c1cccc(C(=O)NCC2CCCO2)c1 (configuration not stated)
  MKP-1 inh: 12; JNK3 blocker: -6; HEK293 NFkB inh: -4; Jurkat tox 60K: 0; ROCK2 blocker: 5; PKA inh: 10; Cdc25B inh: -3; TNAP act mid DEA: 1; MMP13 inh: -2
